Source: PubChem
Yfh1-depleted yeast – mitochondrial function rescue without frataxin homolog – Friedreich's ataxia, plus single-dose screen, dose response (AID 1465) | S. cerevisiae Yfh1-off respiration, WST-1 reduction, 72 h; higher fold induction means a stronger effect | one-dose fold induction at 50 µM; EC50 in µM for titrated hits | hit rate 0.074% among 220,000;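 active = fold induction of absorbance versus untreated yeast above a set limit, then at least 30% activation at any dose in follow-up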;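 note: activators that raise dye reduction in frataxin-depleted yeast; strong numbers were not always called active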
WT yeast gro inh – growth inhibition of WT yeast, mitochondrial fusion screen; inhibition, % at 10 µM; hit rate 2.1% among 190,000; AID 1362; mitochondrial fusion phenotypic screen, WT strain; in the data active = inhibition above about 58%; tested in S. cerevisiae
WT yeast gro inh mutant strain – further read-out of WT yeast gro inh, marked with its call; inhibition, %; mitochondrial fusion phenotypic screen, mutant strain inhibition
* marks the source's active call; other numbers are inactive results; i = inactive; . = no result given. Only part of the results is shown; rates above refer to the full screens.

SMILES	Yfh1-depleted yeast	WT yeast gro inh	others
Cc1nnc(SCCn2c(N3CCN(c4ccccc4)CC3)nc3c2c(=O)n(C)c(=O)n3C)s1	.	12	WT yeast gro inh mutant strain=1
C=CCn1c(C)nc2c(c1=O)c1nc3ccccc3nc1n2-c1ccc(C)cc1	.	8	WT yeast gro inh mutant strain=-6
CC1CCN(c2nc3c(c(=O)[nH]c(=O)n3C)n2CCSc2ncccn2)CC1	.	15	WT yeast gro inh mutant strain=8
COc1ccc(C2c3c(oc4ccc(F)cc4c3=O)C(=O)N2CCN2CCOCC2)cc1OC (configuration not stated)	.	16	WT yeast gro inh mutant strain=7
COc1ccc(-c2cn3c(C)c(C(=O)N4CCN(c5ccc(OC)cc5)CC4)sc3n2)cc1	.	5	WT yeast gro inh mutant strain=-10
C=CCn1cc(C(=O)NCCCOC)c(=O)c2cc(S(=O)(=O)N3CCC(C)CC3)ccc21	.	16	WT yeast gro inh mutant strain=2
COC(=O)C1=C(C)N(CCCC(=O)O)C(=O)NC1c1ccc(OC)cc1 (configuration not stated)	i	.
O=C(Nc1ccccc1)C1=C[C@@H](c2ccc(C(F)(F)F)cc2)C[C@@H](OCCCCO)O1	i	.
CCOC(=O)C1C2C=CC(CC2)N1c1ccccc1 (configuration not stated)	i	.
COC(=O)C1=C(C(=O)OC)[C@@H]2N(Cc3ccccc3)c3ccccc3[C@@]23C[C@@H](C(=O)OC)N(C(=O)C2CCC2)C3=N1	i	.
O=C(NCCCN1CCOCC1)c1onc(CSc2ccccn2)c1C(=O)NCCCN1CCOCC1	i	.
CC(Nc1nc(-c2ccc(F)cc2)cs1)c1nc2cc(Cl)c(N3CCCCC3)cc2n1CCOCCO (configuration not stated)	i	.
COc1nc(-c2ccc3c(c2)OCO3)n(-c2ccc(NC(=O)CSc3ccccc3)cc2)n1	i	.
c1ccc(-c2cnnc(-c3ccccn3)n2)cc1	i	.
CN1CCN(CC(=O)N2c3ccc(S(=O)(=O)NCCNC(=O)OC(C)(C)C)cc3C(=O)Nc3cccnc32)CC1	i	.
CC(C)(C)OC(=O)NCCCCC1=CC2=CC(=O)C(C)(O)C(=O)C2=CO1 (configuration not stated)	i	.
COc1cccc(C2=CC(=O)CCC2)c1	i	.
COC(=O)CCCC1=CC2=CC(=O)C(C)(OC(=O)c3cccs3)C(=O)C2=CO1 (configuration not stated)	i	.
COC(=O)C1=C(C)N(CCCC(=O)O)C(=O)NC1c1ccccc1Cl (configuration not stated)	i	.
O=C(Nc1ccc(Cl)c(C(F)(F)F)c1)[C@@H]1CC=C[C@@H]2CCN(C3CC3)C(=O)[C@@H]21	i	.
CCCCN1C(N)=NC[C@@H]1Cc1ccccc1	i	.
O=C1c2ccccc2S(=O)(=O)c2cc(C(=O)N3CCN(c4ccccc4)CC3)ccc21	i	.
CC(C)(C)c1ccc(-c2ccc3c(c2)S(=O)(=O)c2ccccc2C3=O)cc1	i	.
CC(C)(C)CN1C(N)=NC[C@@H]1c1ccccc1	i	.
COc1ccc(CNC(=O)C2(CC3CC(c4ccccc4)=NO3)CCN(C(=O)CCCCCBr)CC2)cc1 (configuration not stated)	i	.
Additional entries follow:
SMILES	Yfh1-depleted yeast	WT yeast gro inh	others
COC(=O)c1ccc(C(NC(=O)OCc2ccccc2)/C(F)=C/[C@@H](C)C(=O)O)cc1 (some centres not stated)	i	.
CC1(C)CC(=O)C=C(c2cccc3c2oc2ccccc23)C1	i	.
O=C(Nc1ccccc1)c1ccc(F)cc1F	i	.
COC/C=C/C1=CC2=CC(=O)C(C)(OC(=O)c3cnc4ccccc4n3)C(=O)C2=CN1C1CC1 (configuration not stated)	i	.
C#CCOCCOCCOCCNc1nc(N2CCN(C(=O)C([C@@H](C)CC)n3cc(C(N)COC(=O)C(F)(F)F)nn3)CC2)nc(N2CCN(C(=O)[C@H](CCCCN)n3cc(C(N)CC(C)C)nn3)CC2)n1 (some centres not stated)	i	.
CC(C)CC(CO)N1CCN(C(=O)c2ccccc2)CCC1=O (configuration not stated)	i	.
CC1(O)C(=O)C=C2C=C(c3ccsc3)OC=C2C1=O (configuration not stated)	i	.
CN(C)CCOc1ccc(/C(=C(/CCCl)c2ccccc2)c2ccccc2)cc1	i	.
C[N+]1(C)CCCC(OC(=O)C(O)(c2ccccc2)c2ccccc2)C1 (configuration not stated)	i	.
Clc1ccc(-n2nnc(-c3ncc[nH]3)n2)cc1Cl	i	.
CCO[C@H]1OC(C(N)=O)=C[C@@H](C2CC2)[C@@H]1CCCO	i	.
COc1ccc(C2=CC3=C(Br)C(=O)C(C)(OC(=O)c4cccs4)C(=O)C3=CO2)cc1 (configuration not stated)	i	.
CC1(C)S[C@@H]2[C@H](N=CN3CCCCCC3)C(=O)N2[C@H]1C(=O)O	i	.
CC1=CC(c2ccccc2)n2ncnc2N1 (configuration not stated)	i	.
CC(Nc1nc(-c2ccc(F)cc2)cs1)c1nc2cc(Cl)c(N3CCCCC3)cc2n1CCCO (configuration not stated)	i	.
Cn1cc(C[C@H](NC(=O)OC(C)(C)C)C(=O)N[C@H](CO)Cc2ccccc2)c2ccccc21	i	.
OCC[C@@H]1C[C@H](O)[C@@H](O)[C@]2(CCCO2)O1	i	.
COc1cc(C)c(C(=O)Oc2cc(C)c(C(=O)O)c(O)c2C)c(O)c1C	i	.
COC(=O)C1=C(C(=O)OC)[C@@H]2N(C)c3ccccc3[C@@]23C[C@@H](CO)N(C(=O)c2cccs2)C3=N1	i	.
Nc1ncnc2c1nc(Sc1ccc(Cl)cc1)n2[C@@H]1O[C@@H]2COP(=O)(O)O[C@H]2[C@H]1O	i	.
O=[N+]([O-])c1cc(-c2csc(NCCc3nc4cc(Cl)c(Cl)cc4n3CCCO)n2)ccc1Cl	i	.
CCOC(=O)c1ccc(NS(=O)(=O)c2c(N)n(C)c(=O)n(C)c2=O)cc1	i	.
O=C(O)c1ccc(-c2noc(-c3ccccc3Cl)n2)cc1	i	.
CN1CCC23c4ccccc4NC1C21CCN(C)C3Nc2ccccc21	i	.
COc1cc(C[C@@H](CO)[C@H](CO)Cc2ccc(O)c(OC)c2)ccc1O	i	.

Three entries already listed, arranged by number of heavy atoms, largest number first.
SMILES	Yfh1-depleted yeast	WT yeast gro inh	others
O=C(NCCCN1CCOCC1)c1onc(CSc2ccccn2)c1C(=O)NCCCN1CCOCC1	i	.
O=C(O)c1ccc(-c2noc(-c3ccccc3Cl)n2)cc1	i	.
Clc1ccc(-n2nnc(-c3ncc[nH]3)n2)cc1Cl	i	.

4 compounds picked at random from the list so far:
SMILES	Yfh1-depleted yeast	WT yeast gro inh	others
Cn1cc(C[C@H](NC(=O)OC(C)(C)C)C(=O)N[C@H](CO)Cc2ccccc2)c2ccccc21	i	.
COC/C=C/C1=CC2=CC(=O)C(C)(OC(=O)c3cnc4ccccc4n3)C(=O)C2=CN1C1CC1 (configuration not stated)	i	.
COc1cc(C)c(C(=O)Oc2cc(C)c(C(=O)O)c(O)c2C)c(O)c1C	i	.
COC(=O)C1=C(C(=O)OC)[C@@H]2N(C)c3ccccc3[C@@]23C[C@@H](CO)N(C(=O)c2cccs2)C3=N1	i	.

Further structures follow:
SMILES	Yfh1-depleted yeast	WT yeast gro inh	others
COC(=O)C1N[C@@H]([C@@H](NC(=O)COc2ccccc2)C(=O)NCc2ccc(OC)cc2)SC1(C)C (some centres not stated)	i	.
O=C1C=C(c2ccc(F)nc2)CCC1	i	.
O=C(NCc1cccc(Br)c1)C1CC2Cn3c(nc4ccccc43)C2N1Cc1ccccc1 (configuration not stated)	i	.
Nc1c(Cl)cc(-c2csc(N3CCCC3c3nc4cc(Cl)c(Cl)cc4n3CCCO)n2)cc1Cl (configuration not stated)	i	.
CCOC(=O)C1=C(C)N(CCCC(=O)O)C(=O)NC1c1ccccc1OS(=O)(=O)c1ccc([N+](=O)[O-])cc1 (configuration not stated)	i	.
CCOC(=O)C1=C(C)N(CCCC(=O)O)C(=O)NC1c1cccc(OC)c1 (configuration not stated)	i	.
O=C1NCC(=O)N2CCC[C@@H]12	i	.
CCOc1cc2c(C#N)c(N3CCCC3)nc(N)c2c(N)n1	i	.
O=C1C=C(O)c2c(O)cc(O)c(O)c2C1=O	i	.
CC1=C(N2CCCCC2)CCC1=O	i	.
O=S(=O)(O)CCS	i	.
O=C(Nc1ccccc1)C1=C[C@H](c2ccccc2)C[C@H](OCCCCO)O1	i	.
CC#CCN1C(=O)N[C@@H](c2ccccc2)C(C(=O)OC)=C1C	i	.
C=CCNc1cccc(Br)c1	i	.
COc1ccc(CNC(=O)[C@@H]2CC=C[C@@H]3CCN(Cc4ccccc4)C(=O)[C@@H]32)cc1	i	.
COc1ccc(C2=NOC(C)(c3nnc(-c4ccncc4)o3)C2)cc1 (configuration not stated)	i	.
COc1ccccc1CNC(=O)c1cc(-c2ccccc2)nn1CC1CC(c2cccnc2)=NO1 (configuration not stated)	i	.
CC(C)CCNC(=O)c1onc(CSc2ccccn2)c1C(=O)NCCC(C)C	i	.
CCCCCCCCCCCC1=C(O)C(=O)C=C(O)C1=O	i	.
CC1CCN(c2ccc3c(c2)S(=O)(=O)c2ccccc2C3=O)CC1	i	.
NC1=NC[C@H](Cc2ccccc2)N1CC1CCCCC1	i	.
C[C@]12CC[C@@H]3c4ccc(O)cc4CC[C@H]3[C@@H]1CC[C@@H]2OC(=O)CCC1CCCC1	i	.
C#CCOCCOCCOCCNc1nc(N2CCN(C(=O)C([C@@H](C)CC)n3cc(C(N)CO)nn3)CC2)nc(N2CCN(C(=O)C([C@@H](C)CC)n3cc(C(N)COC(=O)C(F)(F)F)nn3)CC2)n1 (some centres not stated)	i	.
COc1ccc(CN2CC[C@H]3C=CC[C@@H](C(=O)Nc4ccc(Cl)c(C(F)(F)F)c4)[C@H]3C2=O)cc1OC	i	.
CC1(C)CC(=O)C=C(c2cc3ccccc3s2)C1	i	.

Reprinted from the part before: 2 entries, followed by the next part.
SMILES	Yfh1-depleted yeast	WT yeast gro inh	others
COc1ccc(CN2CC[C@H]3C=CC[C@@H](C(=O)Nc4ccc(Cl)c(C(F)(F)F)c4)[C@H]3C2=O)cc1OC	i	.
CC1(C)CC(=O)C=C(c2cc3ccccc3s2)C1	i	.
CCO[C@H]1OC(C(=O)O)=C[C@@H](c2ccccc2)[C@@H]1CCCO	i	.
COc1ccccc1C1=NOC(C)(c2sc(-c3ccccc3)nc2C)C1 (configuration not stated)	i	.
N[C@@H](Cc1cc(I)c(Oc2cc(I)c(O)c(I)c2)c(I)c1)C(=O)O	i	.
CCO[C@H]1OC(C(=O)O)=C[C@@H](c2coc3ccccc3c2=O)[C@@H]1CCCO	i	.
CCOC(=O)C1Nc2ccccc2C2C(O)C(O)CC12 (configuration not stated)	i	.
O=C1NC(O)(c2ccccc2)Oc2ccccc21 (configuration not stated)	i	.
COC(=O)C1=C(C(=O)OC)[C@@H]2N(C)c3ccccc3[C@@]23C[C@@H](C(=O)OC)N(C(=O)c2ccco2)C3=N1	i	.
O=C(NCc1ccccn1)C1(C(F)(F)F)C/C(=C\CCO)CCCO1 (configuration not stated)	i	.
O=C(NCc1cccc(Br)c1)C1CC(c2cc(C(F)(F)F)cc(C(F)(F)F)c2)=NO1 (configuration not stated)	i	.
COCCN1CCN(C(=O)c2ccc3c(c2)S(=O)(=O)c2ccccc2C3=O)CC1	i	.
COc1ccc(C2=NOC(C)(c3sc(-c4ccc(Cl)cc4)nc3C)C2)cc1 (configuration not stated)	i	.
CNCC[C@@H](Oc1ccccc1C)c1ccccc1	i	.
Cc1cc(NC(=O)Nc2ccc3c(ccn3C)c2)sn1	i	.
CC(Cc1ccc(O)c(O)c1)C(C)Cc1ccc(O)c(O)c1 (configuration not stated)	i	.
Cc1nc(-c2ccc(Cl)cc2)sc1C1(C)CC(c2ccccc2)=NO1 (configuration not stated)	i	.
COC(=O)C1=C(C(=O)OC)[C@@H]2Nc3ccccc3[C@@]23C[C@@H](C(=O)OC)N(C(=O)C2CCC2)C3=N1	i	.
Cc1ccc(-n2nnc(-c3cccnc3)n2)cc1	i	.
Cn1c(=O)c2[nH]c(-c3ccc(S(=O)(=O)O)cc3)nc2n(C)c1=O	i	.
COc1ccc(CNC(=O)[C@@H]2CC=C[C@@H]3CCN(C4CC4)C(=O)[C@@H]32)cc1	i	.
CC(C)c1cn(C2OC(COC(=O)c3ccccc3)C(OC(=O)c3ccccc3)C2OC(=O)c2ccccc2)c(=O)[nH]c1=O (configuration not stated)	i	.
COc1ccc(C2=NOC(C)(c3nnc(-c4ccc(Cl)cc4)o3)C2)cc1 (configuration not stated)	i	.
CCCc1nc(C)c2c(=O)[nH]c(-c3cc(S(=O)(=O)N4CCN(CC)CC4)ccc3OCC)nn12	i	.
COC/C=C/C1=CC2=CC(=O)C(C)(OC(=O)c3cnc4ccccc4n3)C(=O)C2=CN1c1ccc(OC)cc1 (configuration not stated)	i	.
C#Cc1ccc([C@@H]2C=C(C(=O)NC3CC3)O[C@H](OCc3ccc(CO)cc3)C2)cc1	i	.
Cc1ccc(-c2ccc3c(c2)S(=O)(=O)c2ccccc2C3=O)cc1	i	.
COc1ccc(-c2noc3c2-c2nc(-c4ccc(C)cc4)sc2CC3)cc1	i	.
CC1(c2nnc(Cc3ccccc3)o2)CC(c2ccc(Br)cc2)=NO1 (configuration not stated)	i	.
CC(=O)C[C@H]1c2cc(C(F)(F)F)ccc2S(=O)(=O)N1C1CCCCC1	i	.
CC1(c2nnc(Cc3ccccc3)o2)CC(c2ccccc2)=NO1 (configuration not stated)	i	.
CCCCCCCCCCCCN1[C@@H](CC(=O)O)c2cc(F)ccc2S1(=O)=O	i	.
